Screening results (PubChem BioAssay)
NOD2 RIPK2 PPI: NOD2-RIPK2 protein interaction inhibition; AID 624267; 360,000 tested, 0.38% active; O43353; CHO BLA complementation NOD2-RIPK2, CCF4 ratio; inhibition, % at 4.98 µM; in the data active = inhibition above about 21%;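 note: 0% = vehicle only and 100% = reference blocker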
NR5A2 inv ag: NR5A2 inverse agonism in reporter assay; 360,000 tested, 0.13% active; O00482; HEK293T StAR-luciferase reporter, LRH-1 transfected, 24 h; inhibition, % at 3.6 µM;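 active = inhibition above the mean inhibition of all tested compounds plus 3 SD, cut at about 73% in these data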;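 note: 0% = DMSO wells and 100% = reporter-only cells lacking LRH-1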
TROY signal inh: blocks TROY-dependent signaling in reporter cells. Q293 LMP1-TROYcd NF-kB luciferase reporter, 4 h. inhibition, % at 10 µM. 360,000 tested, 0.98% active;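 active = compounds whose plate-normalised and pattern-corrected inhibition of the luciferase reporter signal at the single screening dose is 50% or more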
NR2F2 inh: NR2F2 (human) inhibition, primary screen; HEK293T NGFI-A luciferase reporter, luminescence; inhibition, % at 8.6 µM; 370,000 tested, 0.7% active;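 active = inhibition above a per-plate cutoff, mean inhibition of test wells between control levels plus 3 SD, cut at about 38% in these data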;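 note: cells cotransfected with COUP-TFII expression vector driving the NGFI-A reporter; 0% = median of COUP-TF2 test wells and 100% = reporter-only cells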
SRC1 inh: human NCOA1 inhibition | HEK293 GAL4-SRC1 luciferase reporter, luminescence | AID 588354 | 360,000 tested, 0.12% active | inhibition, % at 3.6 µM | Q15788;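 active = inhibition above the campaign mean plus 3 SD, with each screening campaign given its own cutoff, cut at about 60% in these data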;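 note: 0% = DMSO treated cells and 100% = gossypol at 36 µM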
TWEAK-Fn14 inh: blocks TWEAK-Fn14 interaction in a reporter cell assay; TWEAK-stimulated Fn14 reporter cells, luciferase luminescence, 8 h; inhibition, % at 10 µM; 360,000 tested, 2% active; AID 1159606; in the data active = inhibition above about 50%
NCOA3 inh: human NCOA3 inhibition. Q9Y6Q9. HEK293 GAL4-SRC3 luciferase reporter, luminescence. inhibition, % at 3.6 µM. 360,000 tested, 0.17% active. AID 588352;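 active = inhibition above a per-campaign cutoff, the mean of all compounds plus 3 SD, cut at about 60% in these data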;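 note: 0% = DMSO-treated cells and 100% = gossypol-treated cells at 36 µM; higher means less SRC3-driven luciferase light from the GAL4 reporter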
Granule exo inh: blocks lytic granule exocytosis; TALL-104 LAMP-1 surface exposure, flow cytometry; cells stimulated with thapsigargin and PMA; inhibition, % at 10 µM; 360,000 tested, 0.66% active;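 active = inhibition above about 55%, limit read from the data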
SRC2 inh: human SRC2 (NCOA2) inhibition. Q15596. HEK293 GAL4-SRC2 luciferase reporter, luminescence. inhibition, % at 9 µM. 370,000 tested, 0.17% active. AID 651957;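 active = inhibition above the mean inhibition of all tested compounds plus 3 SD, set per campaign, cut at about 52% in these data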;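 note: 0% = DMSO treated cells and 100% = cells given Gossypol at 36 µM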
TLR9-MyD88 block: blocks human TLR9 binding to MyD88. CHO BLA complementation TLR9-MyD88, CCF4 FRET ratio. inhibition, % at 4.98 µM. 340,000 tested, 0.21% active. AID 504734;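 active = inhibition above the mean over all tested compounds plus 3 SD, cut at about 21% in these data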;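 note: 0% = DMSO only wells and 100% = clavulanate BLA inhibitor control wells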
ABHD5-PLIN5 inh: inhibitors of human ABHD5-perilipin-5 interaction | Q00G26+Q8WTS1 | 360,000 tested, 0.78% active | inhibition, % at 4 µM | Split G. princeps luciferase complementation, luminescence, 4 h;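 active = inhibition above the mean inhibition across every tested compound plus 3 SD, cut at about 22% in these data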;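 note: 0% = DMSO only wells and the 100% control is not disclosed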
Target sequence (Q00G26 whole entry, looked up): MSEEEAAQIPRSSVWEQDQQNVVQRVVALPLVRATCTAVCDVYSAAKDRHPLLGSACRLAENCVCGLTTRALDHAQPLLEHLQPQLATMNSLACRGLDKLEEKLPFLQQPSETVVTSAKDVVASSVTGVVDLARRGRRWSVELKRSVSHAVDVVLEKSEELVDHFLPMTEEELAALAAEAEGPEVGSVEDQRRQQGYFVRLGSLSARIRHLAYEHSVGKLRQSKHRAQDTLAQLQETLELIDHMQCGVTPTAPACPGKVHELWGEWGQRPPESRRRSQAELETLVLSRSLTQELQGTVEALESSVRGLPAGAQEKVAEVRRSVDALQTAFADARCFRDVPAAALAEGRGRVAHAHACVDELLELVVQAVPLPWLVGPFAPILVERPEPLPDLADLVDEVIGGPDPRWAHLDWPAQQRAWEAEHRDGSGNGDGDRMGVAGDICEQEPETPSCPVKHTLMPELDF
Target sequence (Q8WTS1 whole entry, looked up): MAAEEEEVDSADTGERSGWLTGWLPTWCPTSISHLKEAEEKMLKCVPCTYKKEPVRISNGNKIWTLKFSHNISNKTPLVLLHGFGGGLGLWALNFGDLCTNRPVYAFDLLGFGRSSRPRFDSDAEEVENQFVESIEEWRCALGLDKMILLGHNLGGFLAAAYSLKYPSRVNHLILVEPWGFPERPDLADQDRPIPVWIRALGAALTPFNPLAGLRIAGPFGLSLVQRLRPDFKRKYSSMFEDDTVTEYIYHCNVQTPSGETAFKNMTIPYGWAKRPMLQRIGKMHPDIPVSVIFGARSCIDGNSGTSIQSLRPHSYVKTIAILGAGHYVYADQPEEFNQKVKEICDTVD
* = called active by the depositor; / = no result given; & = joins results of further samples; ! = not active in a repeat.

SMILES	NOD2 RIPK2 PPI	NR5A2 inv ag	TROY signal inh	NR2F2 inh	SRC1 inh	TWEAK-Fn14 inh	NCOA3 inh	Granule exo inh	SRC2 inh	TLR9-MyD88 block	ABHD5-PLIN5 inh
COc1ccccc1NC(=O)Cc1csc(NC(=O)c2ccccc2)n1	0	25	27	12	-13	10	9	-3	-17	3	0
CCCN1CCC(NC(=O)Nc2ccc([N+](=O)[O-])cc2)CC1	-3	-7	-9	-9	-37	-6	0	2	-7	13	-3
NC(=S)Nc1cc(Cl)ccc1Cl	-1	23	-12	-4	0	-21	6	-3	-7	/	-8
O=C(Nc1c(Br)cc2c(c1Br)Cc1cc([N+](=O)[O-])ccc1-2)C(Cl)Cl	4	32	28	-7	-10	-30	-17	-13	-9	10	1
Cc1cc(C)c2oc(=O)cc(CN3CCCCC3)c2c1	-7	-9	3	-13	4	-9	-1	-3	4	1	0
Cc1cc(C)c(NC(=O)CNC(=O)COC(=O)/C=C/c2cccs2)c(C)c1	4	-3	-16	-8	-12	-9	14	2	-22	-7	4
O=C(CN1CCN(C(=O)C2CCCO2)CC1)Nc1ccc(Cl)c(Cl)c1 (stereo not given)	-4	8	-4	-15	15	-8	-8	-2	12	-3	3
CN(C)C(=O)c1cc(C(=O)c2ccccc2C(F)(F)F)c[nH]1	2	6	-32	8	-16	4	3	-1	8	-2	9
Cc1csc(N/N=C/c2ccccn2)n1	-12	-103	-4	0	-65	72*	-55	1	-2	1	-10
CSC1=C(C#N)C(c2ccncc2)C(C(=O)Nc2ccccc2)=C(C)N1 (stereo not given)	2	-16	-8	2	-50	10	14	-2	-19	-1	-12
CCCC(=O)Nc1nnc(CC(=O)N2CCCC2)s1	-1	-4	3	9	-3	-4	-33	1	0	5	0
CN(Cc1ccccc1)C(=O)c1[nH]cnc1C(=O)Nc1ccc(Br)cc1F	-11	13	5	3	-26	-13	-12	2	-25	-3	-5
CCOC(=O)C(C)Sc1ncc(-c2ccccc2)cn1 (stereo not given)	-12	-32	-62	-17	-12	-23	-12	4	-24	7	-3
Cc1nc(SCC(=O)c2c(N)n(C3CC3)c(=O)[nH]c2=O)[nH]c(=O)c1CCO	-14	2	-15	10	19	10	11	20	-7	-3	-1
CCN(CC)CCN(C(=O)c1ccc2ncsc2c1)c1nc2cc3c(cc2s1)OCO3	4	-175	-75	-45	-158	-41	-82	-1	-51	-12	-3

Compound profiles (already shown). Values in the order: NOD2 RIPK2 PPI	NR5A2 inv ag	TROY signal inh	NR2F2 inh	SRC1 inh	TWEAK-Fn14 inh	NCOA3 inh	Granule exo inh	SRC2 inh	TLR9-MyD88 block	ABHD5-PLIN5 inh
COc1ccccc1NC(=O)Cc1csc(NC(=O)c2ccccc2)n1 across the screens: 0	25	27	12	-13	10	9	-3	-17	3	0
Cc1cc(C)c(NC(=O)CNC(=O)COC(=O)/C=C/c2cccs2)c(C)c1 across the screens: 4	-3	-16	-8	-12	-9	14	2	-22	-7	4
CN(Cc1ccccc1)C(=O)c1[nH]cnc1C(=O)Nc1ccc(Br)cc1F across the screens: -11	13	5	3	-26	-13	-12	2	-25	-3	-5
Cc1nc(SCC(=O)c2c(N)n(C3CC3)c(=O)[nH]c2=O)[nH]c(=O)c1CCO across the screens: -14	2	-15	10	19	10	11	20	-7	-3	-1
CN(C)C(=O)c1cc(C(=O)c2ccccc2C(F)(F)F)c[nH]1 across the screens: 2	6	-32	8	-16	4	3	-1	8	-2	9

Next entries:
SMILES	NOD2 RIPK2 PPI	NR5A2 inv ag	TROY signal inh	NR2F2 inh	SRC1 inh	TWEAK-Fn14 inh	NCOA3 inh	Granule exo inh	SRC2 inh	TLR9-MyD88 block	ABHD5-PLIN5 inh
Cn1c(-c2cccs2)[n+](C)c2ccccc21	-4	-18	-14	-16	-7	-2	4	-1	-33	-1	-2
COc1cc2ccccc2cc1C(=O)N1CCN(C(C)=O)CC1	-1	4	11	9	-21	0	-17	-6	6	-1	2
CC(C)(C)OC(=O)NCCCCCNC(=O)c1[nH]cnc1C(=O)N[C@@H](Cc1ccccc1)C(=O)OC(C)(C)C	31*	-4	-3	/	-15	-67	1	26	/	7	3
O=C1OC(c2ccccc2)=C/C1=C/c1cccs1	-1	-8	-48	-19	8	18	4	-9	-12	-4	-5
Cn1c(SCc2cccc([N+](=O)[O-])c2)nc2ccccc2c1=O	-4	11	35	-3	24	31	12	1	-34	2	-2
CCc1ccc(C2C(C#N)=C(N)N(N3CCOCC3)C3=C2C(=O)CC(C)(C)C3)s1 (stereo not given)	-10	18	-7	3	-22	12	4	2	-4	10	2
CCCCS(=O)CC(COC)OC(=O)c1ccccc1 (stereo not given)	1	-18	-7	17	13	12	4	-1	-5	-1	-6
COc1ccc(OC)c(N(CC(=O)Nc2cccnc2)S(=O)(=O)c2ccc(OC)c(OC)c2)c1	-6	0	-9	-1	12	30	22	19	13	-3	5
Cc1ccc(S(=O)(=O)N2CCCCC2)cc1NC(=O)C1CCC1	-14	-16	-11	12	4	-2	1	-4	-31	-3	5
CCOc1ccc(S(=O)(=O)N2CCCC(C(=O)NCc3cccnc3)C2)cc1 (stereo not given)	6	-9	10	5	-22	-4	12	2	13	4	-1
O=C(CC1CCCCC1)NCc1ccccc1	1	-70	-43	-20	-36	-18	-77	-2	-25	-5	-14
OC(CNCc1ccccc1)(c1ccccc1)c1ccccc1	-1	-4	5	-10	8	16	7	21	-5	6	1
CCn1c(C)nc2cc(C(=O)NN=C(C)c3ccc(C#N)cc3)ccc21	-15	-53	-5	-27	-17	5	3	-3	13	1	8
CCN=c1scc(-c2ccc3c(c2)NC(=O)CO3)n1N=C1CCCC1	-13&-2	22&17	-7&-23	47*!	22&14	50&5	17&19	7&3	3&27	-1&1	4&0
CC1=CC(C)=Nc2ccc(C)cc2N1	-8&-2	-125&-164	31&38	-17&-86	-108&-86	11&-6	-80&-89	-3&-2	-64&-52	5&6	-6&-3

In the list so far, 2 have bromine:
SMILES	NOD2 RIPK2 PPI	NR5A2 inv ag	TROY signal inh	NR2F2 inh	SRC1 inh	TWEAK-Fn14 inh	NCOA3 inh	Granule exo inh	SRC2 inh	TLR9-MyD88 block	ABHD5-PLIN5 inh
O=C(Nc1c(Br)cc2c(c1Br)Cc1cc([N+](=O)[O-])ccc1-2)C(Cl)Cl	4	32	28	-7	-10	-30	-17	-13	-9	10	1
CN(Cc1ccccc1)C(=O)c1[nH]cnc1C(=O)Nc1ccc(Br)cc1F	-11	13	5	3	-26	-13	-12	2	-25	-3	-5

More records follow.
SMILES	NOD2 RIPK2 PPI	NR5A2 inv ag	TROY signal inh	NR2F2 inh	SRC1 inh	TWEAK-Fn14 inh	NCOA3 inh	Granule exo inh	SRC2 inh	TLR9-MyD88 block	ABHD5-PLIN5 inh
O=C(COc1cccc2ccccc12)NNC(=O)c1cnccn1	-8	-32	4	12	9	-8	12	2	-5	8	5
O=C(c1cc(-c2cccnc2)nc2ccccc12)N1CCN(S(=O)(=O)c2cccs2)CC1	-2	-31	8	13	-34	-5	7	5	12	-6	12
CCNNC(=O)C(O)(c1cccc(C)c1)c1cccc(C)c1	-2	18	-1	-2	3	-9	19	14	-18	15	-4
O=C(C1CC1)N1N=C(c2cccc(Br)c2)CC1(O)C(F)(F)F (stereo not given)	-10	10	-1	21	-9	-10	-8	0	8	-2	-5
O=c1[nH]c2ccccc2c(=O)n1Cc1ccco1	2	-7	9	0	-5	6	8	-2	5	4	-3
CCC1(CC)C(=O)NN(c2ccccc2)C1=O	6	6	6	4	-7	0	2	-1	0	4	-1
CC1CCCN(C(=O)c2ccc(NS(=O)(=O)c3cccc([N+](=O)[O-])c3)cc2)C1 (stereo not given)	-4	-5	-11	-18	-4	5	17	-1	-11	3	2
Cc1ccc(Cn2cnc3sc4c(c3c2=O)CCC4)c(C)c1	12	-11	-19	-7	-13	-49	-19	-2	-11	1	-6
O=C(Nc1cccc(-c2cn3ccccc3n2)c1)c1ccccc1	-2	-68	-31	-18	-12	-43	-22	-4	-31	5	13
COc1ccc(-n2nc(C(=O)NCC(=O)N3CCN(C)CC3)c3ccccc3c2=O)cc1OC	6	-13	6	0	3	10	-14	2	-22	-3	1
CC(=O)c1ccc(N(C(=O)c2ccco2)C(C(=O)NC2CCCC2)c2ccc(N3CCOCC3)cc2)cc1 (stereo not given)	-10	4	9	-2	-4	-2	-16	-2	8	-3	1
O=C1CC(N2CCC(c3nc4ccccc4o3)CC2)C(=O)N1c1ccc(Cl)c(C(F)(F)F)c1 (stereo not given)	-1	19	-3	-14	11	5	-10	1	8	4	1
COc1ccc(NS(=O)(=O)c2csc(C(=O)N3CCCC3)c2)cc1	0	17	-18	6	-38	5	18	0	-11	-1	2
O=C(Nc1cccc(S(=O)(=O)N2CCCCCC2)c1)C1=COCCO1	-8	-24	-17	-20	0	-4	4	-5	6	4	5
Cc1ccccc1C(=O)c1cccn1CC(=O)NC1CCCC(C)C1C (stereo not given)	2	-4	13	9	-1	1	-12	36	1	-11	0
CC(=O)NS(=O)(=O)c1ccc(NC(=O)c2cc3c(=O)n4ccccc4nc3s2)cc1	-13	5	12	-12	1	12	11	1	-5	9	-3
CCOc1ccc(NC(=O)c2sc(NC(C)=O)c(C(=O)OC)c2C)cc1	0	-1	2	-8	-24	-9	-3	-2	-23	9	4
O=C1c2ccccc2C(Nc2ccc(Cl)cn2)N1c1ccccn1 (stereo not given)	-16	21	-11	-8	-6	-20	10	3	-6	-8	-4
Cc1ccc(NC(=O)C2CCN(S(=O)(=O)c3cccc4nonc34)CC2)nc1	-4	4	2	9	-15	4	5	-2	-11	0	-8
CCCOc1ccc2c(CC)cc(=O)oc2c1C	-3	-14	-48	-4	6	-56	6	-2	22	3	3
Cc1ccccc1NS(=O)(=O)c1cccc2nonc12	-7	8	30	9	-6	0	-16	-2	-9	-14	7
CCOC(=O)C1(C)CCCN1C(=O)c1csnn1 (stereo not given)	0	-7	6	12	-1	16	-14	-4	3	/	1
CC1CCCN(C(=O)Cn2nnc(-c3ccc([N+](=O)[O-])cc3)n2)C1 (stereo not given)	-1	-12	-4	3	3	-9	-3	7	9	-1	3
CCN(CC)S(=O)(=O)c1ccc(SCC(=O)c2c(N)n(C3CC3)c(=O)[nH]c2=O)nc1	-4	-12	8	4	-6	13	-7	-3	0	4	-9

Single entries from above:
`O=C1CC(N2CCC(c3nc4ccccc4o3)CC2)C(=O)N1c1ccc(Cl)c(C(F)(F)F)c1` (stereo not given) in SRC1 inh has 11
`CCCOc1ccc2c(CC)cc(=O)oc2c1C` in SRC1 inh has 6
`O=C(Nc1cccc(-c2cn3ccccc3n2)c1)c1ccccc1` in ABHD5-PLIN5 inh has 13
`CCc1ccc(C2C(C#N)=C(N)N(N3CCOCC3)C3=C2C(=O)CC(C)(C)C3)s1` (stereo not given) in SRC1 inh has -22

This is a subset; count on the stated rates, not on these rows.
